Source: PubChem BioAssay (National Center for Advancing Translational Sciences (NCATS))
FUS yeast rescue = FUS proteinopathy suppression in yeast; S. cerevisiae FUS-expressing, growth rescue, OD600, 24 h; Potency, µM (highest dose often 76.6 µM), for the others: top-dose growth rescue (activation), most hits filed as activators; actives 0.24% (n = 390,000);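 further: potency means the concentration at half of the fitted maximal effect; plate controls were DMSO vehicle for no effect and reference control for full effect; nearly all actives have a fitted effect of over 55% in size; some results filed as inactive show a strong effect at the top dose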
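Cultures pregrown in 2.5% raffinose medium are shifted to minimal medium containing 2% galactose to express toxic FUS. Compounds are tested at several concentrations. After 24hr at 30C, growth is quantified at 600 nm absorbance.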
MmCpn inh = M. maripaludis TRiC chaperonin inhibition; actives 0.031% (n = 330,000); Potency, µM (titrated, usually from 76.9 µM), without a hit: at the top dose activity, negative = inhibition, usual class: inhibitors; AID 504842; purified Mm-Cpn ATPase, ADP Transcreener TR-FRET; further: potency means the concentration at half of the fitted maximal effect; on the % scale 0 is the no-effect control and ±100 the full control effect; nearly all actives have a fitted effect of over 80% in size
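ATP (10 uM final) was added to archaeal chaperonin (25 nM final) after 10 min exposure to test compound at 37°C; after 30 min further incubation, ADP was detected by competitive TR-FRET.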
GLP-1R inv ag = GLP-1 receptor (human) inverse agonism | AID 624417 | P43220 | actives 1.6% (n = 410,000) | Potency, µM (doses to about 38.3 µM), for inactives: at the highest dose activity change, negative = inhibition, usual class: inhibitors | HEK293 GLP-1R CRE-luciferase, luminescence, 24 h; GLP-1R form is constitutively active; further: potency means the concentration at half of the fitted maximal effect; on the % scale 0 is the no-effect control and ±100 the full control effect; nearly all actives have a fitted effect of over 55% in size
Target sequence (P43220 whole entry, looked up): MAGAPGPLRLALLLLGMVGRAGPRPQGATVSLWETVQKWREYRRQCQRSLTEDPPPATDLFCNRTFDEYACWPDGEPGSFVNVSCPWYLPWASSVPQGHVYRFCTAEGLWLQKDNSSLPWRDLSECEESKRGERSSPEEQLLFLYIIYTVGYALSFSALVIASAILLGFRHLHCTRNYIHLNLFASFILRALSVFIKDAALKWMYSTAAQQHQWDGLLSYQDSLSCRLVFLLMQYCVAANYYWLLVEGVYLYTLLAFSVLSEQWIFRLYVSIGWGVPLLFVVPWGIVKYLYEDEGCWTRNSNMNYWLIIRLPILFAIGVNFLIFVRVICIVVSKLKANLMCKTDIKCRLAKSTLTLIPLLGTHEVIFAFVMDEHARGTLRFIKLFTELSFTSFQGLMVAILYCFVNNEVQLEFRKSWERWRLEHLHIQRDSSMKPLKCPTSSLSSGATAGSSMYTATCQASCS
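HEK293 cells stably co-expressing constitutively active GLP-1R and a cAMP-responsive luciferase reporter were seeded in DMEM with 10% Nu serum, given compounds after 12 h, and incubated 24 h at 37 deg C. Luminescence was then read.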
Abeta yeast res = restores growth of yeast expressing A-beta42 peptide. yeast expressing A-beta42, growth rescue, OD600, 48 h; response scale: 0% DMSO, 100% iron-clioquinol control. Potency, µM (series often up to 46.1 µM), for inactives: at the top dose growth rescue, actives largely listed as activators. AID 1347071. actives 0.063% (n = 410,000); further: potency means the concentration at half of the fitted maximal effect; nearly all actives have a fitted effect of over 55% in size
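Yeast growth medium received pinned compounds, then yeast cells expressing toxic A-beta were added; plates incubated at 30 C for 48 hr. Growth read as absorbance at 600 nm, normalized to DMSO and equimolar FeCl3 plus clioquinol controls.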
TDP43 rescue = TDP-43 toxicity inhibition in yeast | actives 1.8% (n = 410,000) | TDP-43 expressing yeast growth rescue, BacTiter-Glo, 24 h | Potency, µM (top dose mostly 46.1 µM), without a hit: at the top dose growth rescue (activation), usual class: activators; further: potency means the concentration at half of the fitted maximal effect; % of control where 0% means no effect; nearly all actives have a fitted effect of over 50% in size
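Galactose-induced TDP-43 yeast, OD600=0.02, compound pinned; 24 hr, 30 deg C; BacTiter-Glo luminescence for growth. Inhibitors of TDP-43 toxicity read as activators.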
GLP1R cytotox = cytotoxic in the GLP-1 receptor inverse agonist counter-screen | actives 0.13% (n = 410,000) | Potency, µM (series often up to 38.3 µM), without a hit: at the top dose activity change, negative = inhibition, most hits filed as inhibitors | AID 624418 | HEK293 cAMP-luciferase reporter cells, luminescence, 24 h;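 further: loss of luciferase light is scored as toxicity; potency means the concentration at half of the fitted maximal effect; on the % scale 0 is the no-effect control and ±100 the full control effect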
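To flag toxic compounds, the library was rerun on cells for 24 hr at 37 deg C and 5% CO2. Viability-linked luminescence was captured 12 min after adding luciferase detection reagent.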
PTHR1 agonist = agonists of human PTHR1 parathyroid hormone receptor; Q03431; HEK293 GP2 PTHR1 cells, GloSensor cAMP luminescence, 1 h; Potency, µM (highest dose often 115 µM), inactives show at the top dose activation, usual class: activators; actives 0.075% (n = 410,000); further: potency means the concentration at half of the fitted maximal effect; nearly all actives have a fitted effect of over 55% in size; some results filed as inactive show a strong effect at the top dose; inactives centre near -15; many of its hits are not listed in these tables
Target sequence (Q03431 whole entry, looked up): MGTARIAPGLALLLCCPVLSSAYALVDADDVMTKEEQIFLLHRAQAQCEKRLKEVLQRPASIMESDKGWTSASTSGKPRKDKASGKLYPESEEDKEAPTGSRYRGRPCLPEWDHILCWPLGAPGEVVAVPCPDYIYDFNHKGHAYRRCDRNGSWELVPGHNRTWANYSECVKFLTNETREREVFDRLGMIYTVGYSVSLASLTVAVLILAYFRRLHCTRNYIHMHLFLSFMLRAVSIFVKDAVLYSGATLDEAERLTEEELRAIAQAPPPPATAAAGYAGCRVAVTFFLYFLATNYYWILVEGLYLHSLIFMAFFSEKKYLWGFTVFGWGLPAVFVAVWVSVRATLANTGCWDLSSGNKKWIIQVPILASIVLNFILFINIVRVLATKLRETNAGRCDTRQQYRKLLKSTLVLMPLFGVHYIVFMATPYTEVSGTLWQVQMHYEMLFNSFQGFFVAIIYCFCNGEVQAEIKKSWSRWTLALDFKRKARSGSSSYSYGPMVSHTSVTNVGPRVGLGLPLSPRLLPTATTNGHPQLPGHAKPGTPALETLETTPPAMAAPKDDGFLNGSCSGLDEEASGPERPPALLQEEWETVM
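HEK-293-derived GP2 cells expressing PTHR1 and a GloSensor cAMP reporter, 3,000/well, plated overnight, given luciferin plus IBMX (each 0.5 mM as added) for 1 h at 37 °C, then compound for 1 h at 37 °C. Luminescence was read after 15 min at room temperature.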
Akt phos inh = blocks phosphorylation of Akt. actives 0.32% (n = 360,000). Neuro2A IGF-stimulated pAkt S473 HTRF, 20 min; hits give low values. activity change, % for hits at 50 µM; in the data active means activity change below about -80%; inconclusive means mostly about -51% to -80%; further: on the % scale 0 is the no-effect control and ±100 the full control effect
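Single-point screen (50 µM final compound) in Neuro2A cells stimulated 20 min with 6 nM IGF at 37 deg C. After lysis, Ser473-phosphorylated Akt read by HTRF (ex 330 nm, em 615/665 nm) as the 665/615 ratio.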
aSyn rescue = rescues yeast growth from alpha-synuclein toxicity; Yeast expressing alpha-synuclein, growth rescue, BacTiter-Glo, 24 h; Potency, µM (doses to about 46.1 µM), without a hit: at the highest dose growth rescue (activation), usual class: activators; actives 0.14% (n = 370,000); AID 652106; further: potency means the concentration at half of the fitted maximal effect; % of control where 0% means no effect; nearly all actives have a fitted effect of over 65% in size
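Readout is rescue of growth in alpha-synuclein-expressing yeast, so inhibitors of toxicity appear as activators. Growth after 24 hr at 30 deg C in galactose medium is quantified by luminescence.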
* hit, by the source's call; i = inactive; u = inconclusive; x = no result given; & = joins results of further samples; [ ] = dose if it differs, or a comment. Unless noted, the call rests on the fitted dose curve; in most records, active means well fitted curve in the direction sought with a large enough effect; inconclusive means small, poorly fitted or top-dose-only effect, or another doubt; inactive means no such curve, though single readings can be large; an effect the other way counts as inactive or inconclusive. Not all compounds are listed, so the mix of outcomes need not match the whole.

SMILES | FUS yeast rescue | MmCpn inh | GLP-1R inv ag | Abeta yeast res | TDP43 rescue | GLP1R cytotox | PTHR1 agonist | Akt phos inh | aSyn rescue
C[C@]12c3[nH]c4ccccc4c3CCN1C(=O)C(CC(=O)NCCN1CCOCC1)C[C@@H]2C(=O)N1CCCCC1 (stereo partly specified) | 0% | 0% | 9% | -6% | 12% | 1% | -2% | i | -1%
C/C=C/C1=CC(=O)C[C@H](c2ccc(OC)c(OC)c2)C1 | -9% | 5% | 10% | 3% | 29% | -7% | i | i | 3%
Cc1ccc(-c2nnc(SCC(=O)NCC3CCCO3)nc2-c2ccc(C)cc2)cc1 (stereo unspecified) | 35% | -3% | u | 9% | 8% | 7% | i | i | -1%
COc1ccc(C(C)(O)c2nc(-c3ccc(OC)c(OC)c3)cs2)cc1 (stereo unspecified) | 28% | x | 35% | -7% | u | 4% | -4% | x | 22%
COc1ccc(OC)c(-c2cc(C(=O)Nc3cc(C)on3)no2)c1 | 32% | 0% | 1% | -4% | 3% | -21% | -15%[57.5 µM] | i | 0%
O=C(Cn1ncc2c3ccccc3n(Cc3cccc(Cl)c3)c2c1=O)NCCCc1ccccc1 | 6% | x | -2% | -18% | 11% | 8% | i | x | x
COC(=O)c1c(-c2ccccc2)c(-c2ccccc2)nn(C)c1=O | -8%&7% | -5% | -9%&-6% | -17%&-23% | -3%&7% | -7%&-1% | -20% | i | -21%
CC(=O)Nc1c(-c2ccc(F)cc2)nc2ccccn12 | -18% | 0% | 25% | 0% | 21% | u | -1% | i | 4%
CC(C)C12CN3CC(C(C)C)(CN(C1)C3c1ccccc1)C2O (stereo unspecified) | 3% | -1%[15.4 µM] | 7% | 0% | -7% | 18% | -2%[57.5 µM] | i | -7%
CC1=C(C(=O)N(C(C)C)C(C)C)CC(CC(=O)NC2CCCCC2)C(=O)N1CCCN1CCCC1=O (stereo unspecified) | -17% | x | 23% | 5% | 20% | -3% | -17% | i | -1%
O=C(Nc1ccc(S(=O)(=O)N2CCOCC2)cc1)C1COc2ccccc2O1 (stereo unspecified) | 9% | -1% | 7% | 10% | 6% | -10% | -21% | i | 11%
CCOC(=O)C1CCN(c2ncnc3c2c(-c2ccccc2)cn3-c2ccc(C)cc2)CC1 | -4% | -1% | u | -18% | -8% | 21% | -11% | i | 18%
Cc1ccc([C@@H]2CC(=O)[C@@H]3CN(S(=O)(=O)c4ccccc4C)[C@H](c4ccc(Cl)cc4)C[C@@H]3N2S(=O)(=O)c2ccc(C)cc2)cc1 | -5% | x | 0% | 0% | 6% | -12% | -9% | i | 3%
Cc1ccc(NC(=O)c2c(NC(=O)Cc3ccccc3)sc3c2CCCC3)cc1 | -10% | x | 12% | 1% | 23% | 7% | i | x | u
COc1ccccc1C(=O)NCCC(=O)N1CC(C)OC(C)C1 (stereo unspecified) | -11% | x | 6% | -7% | -24% | -1% | i | i | -2%
O=C(CN1C(=O)C2CC=CCC2C1=O)N1CCN(c2ccc([N+](=O)[O-])cc2)CC1 (stereo unspecified) | 15% | 1% | -13% | -9% | -23% | -22% | -23% | i | -6%
Cc1ccc(N2CC(c3nnc(Cc4ccc(F)cc4Cl)o3)CC2=O)cc1 (stereo unspecified) | 20% | x | -9% | 11% | u | 0% | 0% | x | x
Cc1ccc(Cl)cc1NC(=O)Cn1nc(-c2cccs2)ccc1=O | 25% | 0% | -12% | 3% | -1% | 2% | -5% | i | 10%
COc1cc(CO)ccc1OCc1ccc(Cl)nc1 | -3% | -1% | 2% | 9% | 28% | 5% | -5% | i | 6%
O=C(NCc1ccccc1)/C(=C\c1ccc(F)cc1)NC(=O)c1ccco1 | -8% | x | -29% | -2% | 13% | 1% | i | i | 7%

Part of the list above in order of heavy-atom count, high to low.
SMILES | FUS yeast rescue | MmCpn inh | GLP-1R inv ag | Abeta yeast res | TDP43 rescue | GLP1R cytotox | PTHR1 agonist | Akt phos inh | aSyn rescue
O=C(CN1C(=O)C2CC=CCC2C1=O)N1CCN(c2ccc([N+](=O)[O-])cc2)CC1 (stereo unspecified) | 15% | 1% | -13% | -9% | -23% | -22% | -23% | i | -6%
Cc1ccc(N2CC(c3nnc(Cc4ccc(F)cc4Cl)o3)CC2=O)cc1 (stereo unspecified) | 20% | x | -9% | 11% | u | 0% | 0% | x | x
COc1cc(CO)ccc1OCc1ccc(Cl)nc1 | -3% | -1% | 2% | 9% | 28% | 5% | -5% | i | 6%

Further entries
SMILES | FUS yeast rescue | MmCpn inh | GLP-1R inv ag | Abeta yeast res | TDP43 rescue | GLP1R cytotox | PTHR1 agonist | Akt phos inh | aSyn rescue
CCc1nn(CC(=O)NC(C)CCc2ccccc2)c(=O)c2cc3cc(F)ccc3n12 (stereo unspecified) | 7%&6% | 1% | -18%&2% | 6%&1% | -3%&17% | -3%&3% | i | i | -13%
Cc1ccnc(NS(=O)(=O)c2ccc(NC(=O)c3c(-c4ccccc4Cl)noc3C)cc2)n1 | -9% | -2% | -1% | 10% | 2% | 4% | i | i | 9%
CCCCn1nnnc1C(c1cc2ccccc2o1)N(C)Cc1ccccc1 (stereo unspecified) | 10% | x | u | -13% | 13% | 4% | -27% | i | 1%
COc1ccccc1N/C(N)=N/c1nc(CSc2ccc(C)cc2)cc(=O)[nH]1 | 10% | 0% | -2% | 6% | 9% | -28% | -25% | i | -3%
Cn1c(=O)c2c(ncn2CC(=O)N2CCCc3ccccc32)n(C)c1=O | 13% | u | -23% | -3% | 4% | -4% | i | i | 2%
COc1cccc(CNC(=O)Cc2ccc(NC3=NC4CS(=O)(=O)CC4S3)cc2)c1 (stereo unspecified) | -17% | -3% | 9% | -11% | 7% | -15% | i | i | -2%
O=C(O)CNC(=O)C(c1ccccc1)c1ccccc1 | -3% | -1% | u | 5% | -28% | -5% | i | i | 2%
O=S(=O)(Nc1ccccc1N1CCCC1)c1ccccc1C(F)(F)F | 4% | x | u | 4% | 13% | 3% | -44%[inhibitor] | i | 12%
Cc1ccccc1Cn1ccc(NC(=O)c2cnn3c(C(F)(F)F)cc(-c4ccco4)nc23)n1 | 16% | 0% | u | -6% | -15% | -19% | -5%[57.5 µM] | i | -10%
CCOC(=O)C1CCN(CCC(=O)Nc2ccc(C)c(C)c2)CC1 | -27% | -1% | -2% | -12% | 23% | 7% | -55%[inhibitor] | i | -2%
Cc1ccc(C)c(C(=O)CN2C(=O)NC3(CCCCCCC3)C2=O)c1 | 4% | -3% | -24% | 1% | -12% | 1% | -25% | i | 8%
CCc1nnc(NC(=O)/C=C/c2ccc(C)o2)s1 | x | 0% | 46%[activator] | 4% | 0% | -9% | -2% | i | -2%
CCN(CC)C(=O)c1ccc(CS(=O)(=O)c2ccc(Br)cc2)cc1 | 13% | 0% | -21% | 9% | 6% | 17% | -2% | i | 0%
COc1cc(C(=O)OCCCN=C2NS(=O)(=O)c3ccccc32)cc(OC)c1OC | 16% | -2% | 5% | 10% | -15% | -5% | i | i | -9%
O=C(CSc1nc2cc([N+](=O)[O-])ccc2n1-c1ccc(F)cc1)NC1CCS(=O)(=O)C1 (stereo unspecified) | x | 0% | -11% | -12% | 9% | 4% | i | i | 2%
Cc1ccc2c(c1)N(C(=O)CCC(=O)NCc1cccc(F)c1)CCO2 | 4% | 1% | -5% | 0% | 12% | -15% | i | i | 0%
COc1ccc2cc(CN(CC3CCCO3)S(=O)(=O)c3ccc(C(C)=O)cc3)c(=O)[nH]c2c1 (stereo unspecified) | 17% | -1% | 4% | -1% | -2% | 1% | -12%[57.5 µM] | i | 10%
CCC(C)NC(=O)CCn1c(=O)c2cccn2c2ccc(F)cc21 (stereo unspecified) | 12% | 0% | 6% | -17% | 0% | -5% | i | i | -4%
Cc1ccc(N2C(=O)SC(N(CC(=O)O)c3cccc(C)c3)C2=O)cc1 (stereo unspecified) | u | 2% | 0% | -3% | -16% | 5% | -40%[inhibitor][57.5 µM] | i | -15%
CCOC(=O)C1=C(COC(=O)c2ccc(Cl)nc2)NC(=O)NC1C (stereo unspecified) | -3% | x | 31%[activator] | -3% | -12% | -1% | -23% | i | 1%
CCc1ccccc1NC(=O)CSc1nnc(-c2nonc2NC(C)=O)n1C | -6% | x | 31% | -5% | 19%[9.22 µM] | 6% | i | x | x
CC1=C(C(=O)OC2CCCC2)C(c2ccccc2Cl)CC(=O)N1 (stereo unspecified) | 2% | x | u | -3% | 15% | -4% | -69%[inhibitor] | x | x
CCN(CC)C(=O)C1CCCN(c2ccc([N+](=O)[O-])cc2/C=N/NC(=O)c2ccccc2)C1 (stereo unspecified) | -8% | 0% | 1% | 7% | -2% | -2% | -8% | i | 9%
CCCCc1nn2c(=O)cc(COC(=O)COc3ccc(C)cc3)nc2s1 | -4% | x | 14% | -27% | -29% | 4% | i | x | x
COc1cc(/C=N/NC(=O)C(N)=O)cc(OC)c1O | -2% | -2% | 4% | -5% | 16%[9.22 µM] | 8% | i | i | 1%
COC(=O)c1cccc(NC(=S)N2CCN(c3ccccc3F)CC2)c1 | 6% | -1% | -19% | -6% | -16% | 14% | -49% | i | -1%
Nc1nnc(SCC(=O)NCc2ccc3c(c2)OCO3)s1 | -12% | 0% | 11% | -7% | 3% | -4% | -2% | i | -1%
